Screening data (PubChem BioAssay)
PI4K2A inh – qHTS for small molecular inhibitors of PI4K2A | Phosphatidylinositol 4-kinase type 2-alpha (Homo sapiens), Q9BTU6 | purified PI4K2A, ADP-Glo luminescence, 1 h; hits give low values | activity change, negative = inhibition, % at 76.9 µM | actives 0.13% (n = 420,000) | AID 1346378, 2018; in the data active means activity change below about -50%; inconclusive means mostly about -30% to -49%;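 further: -100% = wells without enzyme as full effect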
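In this quantitative HTS, ADP production by PI4K2A was quantified luminescently after 1 h at ambient temperature; 100 microM adenosine served as plate-quality control.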
TRHR PAM – qHTS for Small Molecule Agonists and Allosteric Enhancers of Human TRH Receptor: Primary Screen for Enhancers; actives 0.66% (n = 360,000); TRHR cells, fluo-8 calcium fluorescence, EC20 TRH enhancement; enhancement, % at 2 µM; in the data active means enhancement above about 30%; further: 0% is about no effect
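Enhancer read-out: after compound pinning and an initial kinetic agonist-mode read, an EC20 of TRH (10 nM final) was injected and fluo-8 calcium signal (Ex 480/Em 530) followed at 1 s/cycle for 100 cycles in TRHR-expressing cells.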
TrxR1 substrate – qHTS Assay for Substrates of Mammalian Selenoprotein Thioredoxin Reductase 1 (TrxR1): qHTS; Potency, µM (titrated, usually from 114 µM), for inactives: at the top dose activity change, negative = substrate turnover; actives 0.01% (n = 390,000); purified TrxR1 substrate turnover, NADPH consumption readout; Thioredoxin reductase 1, cytoplasmic (Rattus norvegicus), O89049; further: potency means the concentration at half of the fitted maximal effect; on the % scale 0 is the no-effect control and ±100 the full control effect; nearly all actives have a fitted effect of over 50% in size
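Rat TrxR1, dispensed at 90 nM, was prereduced with 400 uM NADPH (final) for 5 min at ~22 deg C, then incubated with compound 15 min before 400 uM selenite. A first-read NADPH fluorescence drop versus no-compound background flagged substrates.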
TRHR agonist – qHTS for Small Molecule Agonists and Allosteric Enhancers of Human TRH Receptor: Primary Screen for Agonists; actives 0.18% (n = 360,000); activation, % at 2 µM; TRHR cells, calcium flux fluo-8, FDSS agonist mode; AID 493084, 2011; in the data active means activation above about 30%; further: 0% is about no effect
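Fluo-8-loaded TRHR cells; 10 s baseline, compound added, kinetic Ca2+ fluorescence read 1/s, agonist mode.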
mIDH1 inhibitor – qHTS for Inhibitors of mutant isocitrate dehydrogenase 1 (IDH1): qHTS. Potency, µM (doses to about 76.6 µM), for the others: at the highest dose activity change, negative = inhibition, usual class: inhibitors. IDH1-R132H enzyme, NADPH consumption, diaphorase/resazurin fluorescence. actives 0.093% (n = 390,000). AID 602179, 2012. Isocitrate dehydrogenase [NADP] cytoplasmic (Homo sapiens), O75874; further: potency means the concentration at half of the fitted maximal effect; on the % scale 0 is the no-effect control and ±100 the full control effect; nearly all actives have a fitted effect of over 65% in size
Target sequence (O75874 whole entry R132H, stated change not applied): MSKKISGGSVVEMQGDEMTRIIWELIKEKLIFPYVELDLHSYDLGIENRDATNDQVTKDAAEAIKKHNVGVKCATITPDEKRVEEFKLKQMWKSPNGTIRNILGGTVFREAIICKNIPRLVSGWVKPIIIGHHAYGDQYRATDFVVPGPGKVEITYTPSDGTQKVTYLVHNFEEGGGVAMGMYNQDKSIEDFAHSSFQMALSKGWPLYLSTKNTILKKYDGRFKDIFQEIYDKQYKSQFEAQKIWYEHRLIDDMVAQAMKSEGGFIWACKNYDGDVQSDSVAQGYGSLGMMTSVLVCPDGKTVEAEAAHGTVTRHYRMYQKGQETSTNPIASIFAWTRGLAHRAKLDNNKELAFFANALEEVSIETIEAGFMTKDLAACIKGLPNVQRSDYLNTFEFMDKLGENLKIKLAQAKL
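IDH1-R132H (0.5 ug/mL) preincubated 30 min with compound, then NADPH (0.016 mM) and alpha-KG (2 mM) added; 80 min at RT, pH 7.5. Remaining NADPH coupled via diaphorase/resazurin to fluorescence (540/590 nm); concentration-response curves normalized to no-enzyme control.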
D2 antag – HTS Assay for Allosteric Antagonists of the Human D2 Dopamine Receptor: Primary Screen for Antagonists; D(2) dopamine receptor (Homo sapiens), P14416; HEK293 TREx D2 cells, calcium flux, dopamine EC80; inhibition, % at 10 µM; actives 2% (n = 340,000); in the data active means inhibition above about 30%; further: 0% is about no effect
Target sequence (P14416 whole entry, looked up): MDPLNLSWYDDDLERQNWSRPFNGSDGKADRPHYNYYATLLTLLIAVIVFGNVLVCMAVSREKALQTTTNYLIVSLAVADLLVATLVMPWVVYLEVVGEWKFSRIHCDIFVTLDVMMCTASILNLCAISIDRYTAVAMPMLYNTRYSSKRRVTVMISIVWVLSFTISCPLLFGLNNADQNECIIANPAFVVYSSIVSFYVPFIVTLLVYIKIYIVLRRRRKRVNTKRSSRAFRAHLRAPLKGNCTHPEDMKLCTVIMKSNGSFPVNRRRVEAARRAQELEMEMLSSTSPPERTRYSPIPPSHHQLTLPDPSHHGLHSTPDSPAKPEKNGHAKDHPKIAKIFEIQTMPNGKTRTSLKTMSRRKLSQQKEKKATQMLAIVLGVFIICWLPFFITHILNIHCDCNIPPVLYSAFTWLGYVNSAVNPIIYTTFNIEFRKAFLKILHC
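Read-out: kinetic calcium fluorescence (1 cycle/s) in inducible HEK293 T-REx D2 cells after an EC80 dopamine addition that followed 180 s compound preincubation. Loss of the dopamine response indicates antagonism.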
USP1-UAF1 inh – Inhibitors of USP1/UAF1: Primary Screen | Ubiquitin carboxyl-terminal hydrolase 1 (Homo sapiens), O94782 | recombinant USP1/UAF1, Ub-Rhodamine cleavage fluorescence | Potency, µM (titrated, usually from 57.1 µM), for inactives: at the highest dose activity change, negative = inhibition, most hits filed as inhibitors | actives 0.23% (n = 390,000); further: potency means the concentration at half of the fitted maximal effect; on the % scale 0 is the no-effect control and ±100 the full control effect; nearly all actives have a fitted effect of over 60% in size; inactives centre near -12
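USP1/UAF1 complex (1 nM) preincubated 15 min at room temperature with compound, then Ub-Rho substrate (150 nM final) added. Kinetic fluorescence at 480/540 nm over 6 reads at 60 s intervals; 50 mM HEPES pH 7.8, 0.5 mM EDTA, 0.1 mg/ml BSA, 1 mM TCEP, 0.01% Tween-20.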
D2 ag – HTS Assay for Allosteric Agonists of the Human D2 Dopamine Receptor: Primary Screen for Agonists | D(2) dopamine receptor (Homo sapiens), P14416 | HEK293 T-REx D2 cells, calcium flux agonist mode | activation, % at 2 µM | actives 0.53% (n = 340,000);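 active means activation over 3 SD above normal in the single-dose calcium agonist read, cut at about 30% in these data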; further: 0% is about no effect
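In this primary screen, compounds producing a positive calcium signal within 180 s of addition to tetracycline-induced, force-coupled HEK293 Trex D2 cells are flagged; cells are dye-loaded with a no-wash calcium kit beforehand.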
rTrxR1 inhibitor – qHTS Assay for Inhibitors of Mammalian Selenoprotein Thioredoxin Reductase 1 (TrxR1): qHTS; Potency, µM (top dose mostly 114 µM), without a hit: at the top dose activity change, negative = inhibition, usual class: inhibitors; recombinant rTrxR1, NADPH fluorescence consumption, selenite substrate; actives 1% (n = 390,000); further: potency means the concentration at half of the fitted maximal effect; on the % scale 0 is the no-effect control and ±100 the full control effect; nearly all actives have a fitted effect of over 65% in size
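Rat TrxR1 (90 nM in the dispensed reagent) was pre-reduced with 400 uM NADPH for 5 min at room temperature, then incubated with compound for 15 min. After 400 uM selenite was added, NADPH fluorescence (Ex 340/Em 450 nm) was followed for 8 min.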
Numbers without * were called inactive; ? = inconclusive; / = no result given; [ ] = remark or other dose. Unless noted, the call rests on the fitted dose curve; in most records, active means well fitted inhibition curve with a large enough effect; inconclusive means small, poorly fitted or top-dose-only effect; inactive means no such curve, though single readings can be large or run the other way.

1: COc1cccc(NC(=O)NNC(=O)C(C)Oc2ccc3ccccc3c2)c1 (stereo unspecified)
2: COc1cc(/C=N/N=C2/NC(=O)C(CC(=O)O)S2)ccc1OCc1cccc(Cl)c1 (stereo unspecified)
3: CCOc1ccc(C2/C(=C(/O)c3ccc4c(c3)CC(C)O4)C(=O)C(=O)N2CC2CCCO2)cc1 (stereo unspecified)
4: CCOc1ccc(N2C(=O)Nc3ccccc3C2(O)C(=O)NCc2ccccc2)cc1 (stereo unspecified)
5: COc1ccc(F)cc1S(=O)(=O)NCC1CCCO1 (stereo unspecified)
6: O=C(c1ccccc1)c1ccc2nc(N3CCN(c4ccc(F)cc4)CC3)c3nncn3c2c1
7: CCOC(=O)c1c(NC(=O)CSc2cn(CCNC(=O)c3ccc(OCC)cc3)c3ccccc23)sc2c1CCC2
8: COc1cccc(N2CCN(CC(=O)c3c[nH]c4ccc(OC)cc34)CC2C)c1 (stereo unspecified)

Compound | 1 | 2 | 3 | 4 | 5 | 6 | 7 | 8
PI4K2A inh | 4.8 | -0.1 | -2.7 | 0.7 | -2.1 | 0.9 | -3.0 | 0.6
TRHR PAM | -3.4 | 4.1 | -7.1 | 4.9 | -3.0 | 14.3 | 0.2 | -4.7
TrxR1 substrate | -2.1% | -0.6%[57.1 µM] | -6.5% | -6.5% | 7.3%[2.29 µM] | -7.8% | 2.4%[11.4 µM] | 11.8%[57.1 µM]
TRHR agonist | -0.4 | -0.5 | 0.7 | 0.4 | 0.2 | 0.2 | 0.1 | -2.8
mIDH1 inhibitor | -7.3% | -7.5% | -6.5% | -5.5% | 4.7% | -14.4% | -7.2% | 2.3%
D2 antag | -9.5 | 12.4 | -2.8 | 4.7 | -3.0 | / | / | /
USP1-UAF1 inh | -20.5% | -24.9% | -21.0% | 2.7% | -19.3% | -7.4% | ? | -11.4%
D2 ag | -0.3 | -0.2 | -1.8 | 0.8 | 0.0 | -1.0 | 0.6 | /
rTrxR1 inhibitor | 3.1% | -0.9%[57.1 µM] | 2.2% | 7.9%[57.1 µM] | 21.1%[57.1 µM] | -4.4% | 16.4% | 23.1%[57.1 µM]

9: CC1(C)CN(c2ccc(F)cc2)C1=O
10: COc1ccc(NC(=O)CN(C)C(=O)CCCSc2nc3ccccc3[nH]2)cc1
11: Cc1cc(-c2nc3ccccc3[nH]2)ccc1N
12: Cc1ccc(S(=O)(=O)N2CCN(C(=O)c3ccc(OCc4c(C)noc4C)cc3)CC2)cc1
13: O=C(CSc1nccc(=O)[nH]1)NC1CCCc2ccccc21 (stereo unspecified)
14: O=C(CCl)N1c2ccccc2OCC1c1ccccc1 (stereo unspecified)
15: COc1ccc(CCN2CCCn3c2nc2c3c(=O)n(Cc3ccccc3F)c(=O)n2C)cc1OC
16: Cc1nc2sc(C(c3ccccc3)N3CC(C)OC(C)C3)c(O)n2n1 (stereo unspecified)

Compound | 9 | 10 | 11 | 12 | 13 | 14 | 15 | 16
PI4K2A inh | -12.0 | 6.2 | -16.0 | -5.2 | -0.6 | 5.0 | -0.2 | 26.0
TRHR PAM | -3.6 | -0.2 | -0.8 | 1.5 | 1.6 | 0.1 | 2.4 | 2.7
TrxR1 substrate | 7.5%[57.1 µM] | -7.3% | 162.9%[activator] | -2.8% | -5.4% | 5.2% | 1.3%[57.1 µM] | 7.9%
TRHR agonist | 0.6 | -0.3 | -0.2 | -0.5 | 0.0 | -1.5 | 1.8 | 0.0
mIDH1 inhibitor | 8.1% | 12.8% | 3.5% | 11.8% | 1.9% | -1.3% | -5.2% | -1.6%
D2 antag | -7.9 | -2.9 | 8.9 | / | -2.7 | -11.5 | 2.6 | 8.8
USP1-UAF1 inh | -20.2% | -7.9% | -26.0% | -2.0% | -10.5% | -7.8% | 0.9% | -18.2%
D2 ag | 0.2 | -0.3 | -0.2 | / | 0.1 | -1.7 | 1.1 | 0.6
rTrxR1 inhibitor | 12.9% | -14.4% | -14.6% | 3.9% | 13.0% | 2.24µM* | 39.2%[activator][57.1 µM] | 16.2%

Three entries from above, with values under each structure.
Order of values: PI4K2A inh, TRHR PAM, TrxR1 substrate, TRHR agonist, mIDH1 inhibitor, D2 antag, USP1-UAF1 inh, D2 ag, rTrxR1 inhibitor
11) Cc1cc(-c2nc3ccccc3[nH]2)ccc1N
    -16.0, -0.8, 162.9%[activator], -0.2, 3.5%, 8.9, -26.0%, -0.2, -14.6%
10) COc1ccc(NC(=O)CN(C)C(=O)CCCSc2nc3ccccc3[nH]2)cc1
    6.2, -0.2, -7.3%, -0.3, 12.8%, -2.9, -7.9%, -0.3, -14.4%
15) COc1ccc(CCN2CCCn3c2nc2c3c(=O)n(Cc3ccccc3F)c(=O)n2C)cc1OC
    -0.2, 2.4, 1.3%[57.1 µM], 1.8, -5.2%, 2.6, 0.9%, 1.1, 39.2%[activator][57.1 µM]

Next compounds:
17: O=[N+]([O-])c1cc(Cl)cc(/C=N/Nc2nc3ccccc3s2)c1O
18: CCN(CC(=O)Nc1c(F)cccc1F)C(=O)CNC(=O)c1sc2ccccc2c1Cl
19: Cc1ccc(NC(=O)C(OC(=O)c2ccccc2Cl)c2ccccc2)cc1Cl (stereo unspecified)
20: CN(C)CCCCNCCCNC(=O)/C=N\O
21: CCOc1ccc(S(=O)(=O)N2Cc3ccccc3CC2C(=O)NCCCn2ccnc2)cc1 (stereo unspecified)
22: O=C(OCn1nnc2ccccc2c1=O)C1COc2ccccc2O1 (stereo unspecified)
23: CC(=O)c1ccc(OCc2cc(C(=O)N(C)CCOc3ccc(C)cc3)no2)cc1
24: Cc1ccc(-n2nc(C(=O)N3CCN(c4ccccc4F)CC3)c(=O)n(C)c2=O)cc1

Compound | 17 | 18 | 19 | 20 | 21 | 22 | 23 | 24
PI4K2A inh | -0.1 | -3.2 | -0.9 | -3.7 | -0.7 | 1.4 | 2.8 | 1.4
TRHR PAM | -11.1 | -0.4 | -3.6 | 16.3 | -3.9 | -5.2 | -13.6 | 3.2
TrxR1 substrate | -6.1% | 2.9% | -5.3% | -1.6% | 0.8% | 6.9%[57.1 µM] | -8.7% | -2.5%[57.1 µM]
TRHR agonist | -1.0 | 0.6 | 2.0 | 0.5 | -0.9 | 0.4 | 1.5 | -0.2
mIDH1 inhibitor | 0.0% | 4.2% | -1.4% | 5.4% | 2.9% | -0.3% | 0.0% | -5.9%
D2 antag | -1.1 | -4.5 | / | -16.3 | -11.1 | 9.7 | -8.1 | /
USP1-UAF1 inh | -5.3% | -17.1% | -24.6% | 2.3% | -11.1% | -14.9% | -14.3% | ?
D2 ag | -0.9 | 0.1 | / | -0.4 | 0.0 | 1.1 | 0.5 | /
rTrxR1 inhibitor | 25.3%[57.1 µM] | 24.4% | -2.7% | 4.4% | 4.3% | 14.6%[57.1 µM] | 7.9% | 14.6%[57.1 µM]

25: Cc1cccc(C(=O)Oc2csc(=S)n2C(=O)c2cccc(C)c2)c1
26: CCCc1nn2c(=O)cc(COC(=O)c3cccc(NC(=O)COc4ccccc4C)c3)nc2s1
27: CC1C(=O)C(C)C(c2ccc(Cl)cc2)NC1c1ccc(Cl)cc1 (stereo unspecified)
28: COc1ccc(NC(=O)c2ccc(COCC(F)(F)C(F)F)cc2)cc1OC
29: Cc1ccccc1CN1CCN(CC(=O)NCc2ccccc2)C1=O
30: Cn1cc(Br)c(C(=O)N/N=C/c2cccc(OC3CSC3)c2)n1
31: Cc1oc(-c2cccc(Cl)c2)nc1CSc1nncn2c1cc1occc12
32: O=c1c2c(nc3cc(-c4cccc(Cl)c4)[nH]n13)CCC2
33: CCN(CC)c1ccc(NC(=O)COC(=O)COc2ccccc2[N+](=O)[O-])cc1
34: CN1C[C@@H]2C(c3ccccc3)C3(c4cccnc4)CC2(C3)[C@H]1c1ccccc1 (stereo partly specified)

Compound | 25 | 26 | 27 | 28 | 29 | 30 | 31 | 32 | 33 | 34
PI4K2A inh | -0.6 | -3.3 | 4.8 | -1.6 | 3.3 | 6.6 | 1.8 | 4.5 | -3.8 | 0.9
TRHR PAM | 3.1 | 1.1 | / | -1.3 | 5.1 | -2.3 | 12.1 | 3.9 | -2.0 | 4.5
TrxR1 substrate | -18.0% | -6.4%[57.1 µM] | -8.4% | -8.9% | 7.9%[57.1 µM] | -8.9% | -6.3% | 11.4%[57.1 µM] | 1.8% | -0.1%
TRHR agonist | 0.3 | 0.0 | / | -0.2 | -0.1 | -0.1 | -0.2 | -1.4 | -0.2 | 0.4
mIDH1 inhibitor | -8.8% | -20.0% | 0.0% | 7.4% | 6.1% | 14.3% | -6.9% | 7.1% | 6.5% | -0.6%[38.3 µM]
D2 antag | 0.2 | / | / | 6.4 | -7.6 | 6.3 | / | -23.1 | 12.4 | -25.2
USP1-UAF1 inh | -24.1% | ? | -16.7% | -19.9% | -11.9% | -12.5% | -8.9% | ? | -20.2% | -5.4%
D2 ag | -0.8 | 1.6 | / | -0.2 | -2.5 | 3.0 | 0.0 | -0.6 | -1.0 | 0.3
rTrxR1 inhibitor | ? | -3.9%[57.1 µM] | -6.6% | -2.4% | -3.3%[57.1 µM] | 2.5% | -25.4% | -4.7%[57.1 µM] | 18.2% | 12.9%
